Screens deposited in PubChem BioAssay by National Center for Advancing Translational Sciences (NCATS).
TCR act – Activators of T cell receptors: qHTS campaign | Potency, µM (titrated, usually from 9.22 µM), without a hit: at the top dose activation of IL-2 secretion, most hits filed as activators | 330,000 tested, under 10 active | primary human leukocytes, anti-CD3, IL-2 HTRF, 48 h; further: % of control where 0% means no effect
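HTRF read-out of IL-2 secretion: europium cryptate donor excited at 320nm, d2 acceptor emission at 665nm. Cells were primary human leukocytes incubated 48 hr with compounds and a-CD3 beads, supplying TCR signal only.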
Integrin act MD – qHTS for Activators of Integrin-Mediated Alleviation for Muscular Dystrophy; alpha7betagal myoblasts, beta-gal FDG fluorescence, 48 h; Potency, µM (top dose mostly 38.3 µM), for inactives: top-dose activation, hits mostly activators; 350,000 compounds, 0.064% hits; AID 624291, 2012;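 further: potency means the concentration at half of the fitted maximal effect; 100% = response of the positive control SU9516; nearly all actives have a fitted effect of over 60% in size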
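Alpha7betagal+/- myoblasts (passage 13) were plated 16-24 hr, then exposed to compounds (1:260 dilution of DMSO stock) for 48 hours at 37C. After MPER lysis, β-galactosidase reporter activity was read as FDG fluorescence (ex 480/em 540) after 30 minutes.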
TSG101-PTAP inh – qHTS Assay for Iinhibitors of HIV-1 Budding by Blocking the Interaction of PTAP/TSG101 | Tumor susceptibility gene 101 protein (Homo sapiens), Q99816 | Fluorescence polarization, FITC-PTAP peptide / Tsg101 binding | Potency, µM (highest dose often 115 µM), for inactives: at the top dose activity change, negative = inhibition, actives largely listed as inhibitors | 340,000 tested, under 10 active | AID 493005, 2010; active means well fitted inhibition curve with a large enough effect in the main read-out, with a control signal flat, not every such curve was filed as active; inconclusive means small, poorly fitted or top-dose-only effect, or effect the other way, or a change in a side signal; inactive means no such curve, though single readings can be large or run the other way; further: potency means the concentration at half of the fitted maximal effect; % of control where 0% means no effect
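FP read-out: FITC-PTAP peptide, 50 nM final, binding Tsg101 binding domain, 10 uM final; 20 min, r.t.; 10 mM HEPES pH 7.5, 0.15 M NaCl, 0.01% Tween 20, 3 mM EDTA, 0.1 mM TCEP.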
TSHR antag – Antagonists of the Thyroid Stimulating Hormone Receptor: HTS campaign. 330,000 compounds, 0.2% hits. Thyrotropin receptor (Homo sapiens), P16473. AID 504810, 2011. activity change, negative = inhibition, % at 11.5 µM. TSHR-expressing cells, TSH-stimulated cAMP HTRF, 2 h; active compounds read low;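 active means activity change below a set negative limit, meaning inhibition stronger than a set level, cut at about -70% in these data; inconclusive means activity change between two set negative limits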; further: on the % scale 0 is the no-effect control and ±100 the full control effect
Target sequence (P16473 whole entry, looked up): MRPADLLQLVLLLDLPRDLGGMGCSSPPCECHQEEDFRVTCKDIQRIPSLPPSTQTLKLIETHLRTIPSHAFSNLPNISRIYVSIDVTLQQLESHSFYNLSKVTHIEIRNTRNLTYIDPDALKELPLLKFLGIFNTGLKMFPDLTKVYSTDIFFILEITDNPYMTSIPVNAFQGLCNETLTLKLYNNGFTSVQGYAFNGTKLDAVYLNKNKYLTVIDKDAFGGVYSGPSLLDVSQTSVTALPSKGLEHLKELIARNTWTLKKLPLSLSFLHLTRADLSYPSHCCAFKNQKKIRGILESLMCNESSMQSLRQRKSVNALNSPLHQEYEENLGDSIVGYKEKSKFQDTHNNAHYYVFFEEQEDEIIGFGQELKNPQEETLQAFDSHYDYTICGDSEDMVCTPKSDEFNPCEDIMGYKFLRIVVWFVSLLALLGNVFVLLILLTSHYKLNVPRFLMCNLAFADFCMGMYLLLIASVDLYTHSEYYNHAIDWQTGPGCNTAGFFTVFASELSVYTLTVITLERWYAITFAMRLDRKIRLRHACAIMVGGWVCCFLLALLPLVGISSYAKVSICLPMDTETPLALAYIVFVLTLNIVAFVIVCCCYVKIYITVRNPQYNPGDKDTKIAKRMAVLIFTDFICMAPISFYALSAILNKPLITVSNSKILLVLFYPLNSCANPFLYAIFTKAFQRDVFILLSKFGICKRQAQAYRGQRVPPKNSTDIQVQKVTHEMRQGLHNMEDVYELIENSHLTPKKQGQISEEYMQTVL
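Competitive HTRF cAMP read-out (cryptate anti-cAMP antibody, cAMP-d2; 30 min, room temperature) in freshly harvested TSHR cells. Compounds added before TSH at EC80 (4nM final), followed by 2 hours' incubation at 37 deg C.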
S-ASM inh – Inhibitors of Secretory Acid Sphingomyelinase (S-ASM): qHTS; placental ASM, HMU-PC fluorogenic substrate, 60 min; Potency, µM (top dose mostly 57.5 µM), for inactives: at the highest dose activity change, negative = inhibition, actives largely listed as inhibitors; 340,000 compounds, 0.006% hits; further: potency means the concentration at half of the fitted maximal effect
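HMU-PC0 cleavage (9 uM final) by human placental ASM, 60 min at 37 °C following 10 min compound exposure at RT; stopped at pH 10, fluorescence Ex 386/Em 447 nm.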
MBNL1 CUG block – qHTS Assay for Inhibitors of MBNL1-poly(CUG) RNA binding; Muscleblind-like protein 1 (Homo sapiens), Q9NR56; TR-FRET MBNL1-His/biotin-(CUG)12 binding, 665/545 ratio; Potency, µM (highest dose often 57.5 µM), for the others: top-dose activity change, negative = inhibition, hits mostly inhibitors; 280,000 compounds, 0.036% hits; AID 2675, 2010; active means well fitted inhibition curve with a large enough effect in the signal ratio, with a control signal flat, not every such curve was filed as active; inconclusive means small, poorly fitted or top-dose-only effect, or effect the other way, or a change in a side signal; inactive means no such curve, though single readings can be large or run the other way; the % refers to the signal ratio; further: potency means the concentration at half of the fitted maximal effect; on the % scale 0 is the no-effect control and ±100 the full control effect
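TR-FRET readout: Ex 340 nm, 665/545 nm emission ratio, normalized to buffer-only (basal) and MBNL1-(CUG)12 controls. Complex of MBNL1-His with Biotin-(CUG)12, compounds 92 nM–58 uM, incubated 60 min at room temperature.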
A-T KAP1 phos – qHTS Assay for Identifying a Potential Treatment of Ataxia-Telangiectasia; […] A-T fibroblasts, KAP-1 phosphorylation AlphaLISA; neocarzinostatin DNA damage 30 min before lysis; Potency, µM (highest dose often 57.5 µM), inactives show at the highest dose activation, most hits filed as activators; 320,000 compounds, 0.19% hits; further: potency means the concentration at half of the fitted maximal effect; % of control where 0% means no effect; nearly all actives have a fitted effect of over 45% in size
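hTERT-immortalized A-T patient fibroblasts ([…]), 500 cells/well in OPTI-MEM, 1% FBS, got compounds for 60 min, then NCS for 30 min at 37C. Lysates were then assayed for phospho-KAP-1 by AlphaLISA (anti-pKAP1 donor, anti-KAP1 acceptor beads), 6 hr at 25C.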
Menin-MLL TR inh – qHTS Assay for Inhibitors Targeting the Menin-MLL Interaction in MLL Related Leukemias: Competition With Texas Red Labeled MLL-derived Mutant Peptide; O00255; Potency, µM (titrated, usually from 61.6 µM), for inactives: top-dose FP activity change, negative = inhibition, usual class: inhibitors; Menin + Texas Red MLL mutant peptide, fluorescence polarization; 270,000 compounds, 0.23% hits; active means well fitted inhibition curve with a large enough effect in the polarisation, with a control signal flat, not every such curve was filed as active; inconclusive means small, poorly fitted or top-dose-only effect, or effect the other way, or a change in a side signal; inactive means no such curve, though single readings can be large or run the other way; the % refers to the polarisation; further: potency means the concentration at half of the fitted maximal effect; % of control where 0% means no effect; many of its hits are not listed in these tables
CXXC DNA block – qHTS Fluorescence Polarization Assay for Inhibitors of MLL CXXC domain - DNA interaction; Histone-lysine N-methyltransferase 2A (Homo sapiens), Q03164; MLL-CXXC / FITC-HOXA9 DNA fluorescence polarization; Potency, µM (highest dose often 115 µM), for the others: at the highest dose activity change, negative = inhibition, usual class: inhibitors; 290,000 compounds, 0.037% hits; active means well fitted inhibition curve with a large enough effect in the polarisation, with a control signal flat, not every such curve was filed as active; inconclusive means small, poorly fitted or top-dose-only effect, or effect the other way, or a change in a side signal; inactive means no such curve, though single readings can be large or run the other way; the % refers to the polarisation; further: potency means the concentration at half of the fitted maximal effect
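Steps: dispense CXXC domain solution (7 uM) → pin compounds or unlabeled HOX-A9 DNA control → 5 min ambient → add FLSN-HOX-A9 solution (50 nM) → spin → 30 min ambient → fluorescence polarization. Tris pH 7.5/NaCl/DTT/BSA buffer.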
Mito fusion act – qHTS Assay for Small Molecule Inhibitors of Mitochondrial Division or Activators of Mitochondrial Fusion; 320,000 compounds, 0.23% hits; S. cerevisiae fusion-defective mutant growth rescue, CellTiterGlo 48 h; Potency, µM (series often up to 46.1 µM), inactives show at the top dose growth rescue (activation), hits mostly activators;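 further: potency means the concentration at half of the fitted maximal effect; % of control where 0% means no effect; nearly all actives have a fitted effect of over 45% in size; temperature-sensitive fusion mutants such as fzo1-1 at 37 °C on non-fermentable ethanol glycerol medium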
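Growth-rescue viability read-out: after 48 h at the non-permissive 37C in glycerol/ethanol YPEG, yeast mitochondrial fusion mutants are measured by CellTiterGlo luminescence; compounds (23 nl pinned per well) restoring growth score as division inhibitors or fusion activators.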
* marks the source's active call; other numbers are inactive results; ? = inconclusive; / = not tested or not shown; [ ] = remark or other dose. Unless noted, the call rests on the fitted dose curve; in most records, active means well fitted curve in the direction sought with a large enough effect; inconclusive means small, poorly fitted or top-dose-only effect, or another doubt; inactive means no such curve, though single readings can be large; an effect the other way counts as inactive or inconclusive. A portion of the library (hit frequency here may not be typical).

molecule	Mito fusion act	A-T KAP1 phos	TSHR antag	TSG101-PTAP inh	Integrin act MD	MBNL1 CUG block	S-ASM inh	CXXC DNA block	Menin-MLL TR inh	TCR act
Cc1cccc(N2CCN(C(=O)CSc3nc4ccccc4nc3N3CC(C)OC(C)C3)CC2)c1C (centres undefined)	7%	3%	-29	-3%	4%	36%[activator]	2%	0%	?	0%
CC(C)(C)OC(=O)NCCc1nnc(SCC(=O)c2ccc(Cl)cc2)o1	5%	10%	-13	-5%	13%	2%	-3%	1%	-1%	-3%
CSC1=NCCN1C(=O)c1c(F)cccc1Cl	2%	/	1	-4%	0%	6%	4%	-2%	7%	-4%
CN1CC[C@@]2([C@@]34CCN(C)C3Nc3ccccc34)c3ccccc3NC12 (some centres undefined)	/	/	/	-4%	-7%	/	-3%	/	/	-1%
COCCCn1nnnc1SCC(=O)N1CCCC1	-4%	7%	-5	-4%	-7%	-2%	0%	-6%	5%	13%
CN(C)S(=O)(=O)c1cc(NC2CC(=O)N(c3ccc(F)cc3)C2=O)ccc1Cl (centres undefined)	-3%	0%	-10	-5%	-20%	0%	1%	-3%	?	1%
CCn1nnc(NC(=O)c2sc3ccccc3c2Cl)n1	2%	-8%	9	-12%	12%	26%	4%	-4%	-1%	3%[46.1 µM]
COc1ccc(S(=O)(=O)NCC(=O)N(CC(=O)NCC2CCCO2)c2cc(C)ccc2C)cc1 (centres undefined)	-1%	-1%	-11	0%	-13%	-4%	1%	-2%	-6%	-9%
CC(=O)C1CCC2C3CCC4=CC(=O)CCC4(C)C3(Br)C(=O)CC12C (centres undefined)	/	/	/	1%	-30%	/	-2%	/	/	-1%
O=[N+]([O-])c1cccc(S(=O)(=O)N2CCc3ccccc3C2)c1	-4%	-3%	-1	-4%	11%	-1%	-4%	7%	?	1%
CC(C)c1cc(NC(=O)C(C)(C)C)cc(C(C)C)c1O	-4%	-4%	2	-5%	24%	-21%	4%	-10%	0%	8%
COc1ccc(NC(=O)CS(=O)c2cccc(C(F)(F)F)c2)cc1 (centres undefined)	-3%	5%	10	0%	0%	-6%	-3%	?	11%	-2%
O=C(c1ccc(CNS(=O)(=O)c2ccc(Br)cc2)cc1)N1CCCC1	0%	1%	0	-3%	?	1%	-2%	13%	-13%	5%
Cc1ccc(NC(=O)CSCC(=O)NCc2cccc(C(F)(F)F)c2)cc1	17%	-5%	9	-2%	10%	/	-4%	/	/	9%
CCOc1ccc(NC(=O)CN(C)C(=O)/C=C/c2ccco2)cc1OCC	-2%	-2%	-2	-5%	-1%	/	5%	/	/	-6%
Cc1ccc(C)c(S(=O)(=O)Nc2ccccc2C(=O)Nc2ccccc2N2CCOCC2)c1	19%	-2%	-16	-2%	21%	1%	4%	10%	2%	8%
CN(C)C(=N)c1n[nH]nc1SCc1ccccc1	4%	1%	0	-2%	-1%	-3%	4%	10%	17%	7%
O=c1ccc(S(=O)(=O)N2CCCC2)cn1Cc1nc(-c2ccccc2)no1	3%	4%	15	-2%	?	/	-1%	/	/	11%
COC(=O)C(C)Oc1ccc(=O)[nH]n1 (centres undefined)	5%	15%	1	-6%	?	0%	2%	3%	-2%	-18%
CCOC(=O)N/N=C/c1ccc(N2CCOCC2)s1	-5%	-3%	-18	-10%	22%	?	33%[activator]	12%	9%	1%[46.1 µM]

Laid out differently: entries from further up
Values run as follows: Mito fusion act | A-T KAP1 phos | TSHR antag | TSG101-PTAP inh | Integrin act MD | MBNL1 CUG block | S-ASM inh | CXXC DNA block | Menin-MLL TR inh | TCR act
- CC(C)(C)OC(=O)NCCc1nnc(SCC(=O)c2ccc(Cl)cc2)o1
  5% | 10% | -13 | -5% | 13% | 2% | -3% | 1% | -1% | -3%
- CSC1=NCCN1C(=O)c1c(F)cccc1Cl
  2% | / | 1 | -4% | 0% | 6% | 4% | -2% | 7% | -4%

Additional records
molecule	Mito fusion act	A-T KAP1 phos	TSHR antag	TSG101-PTAP inh	Integrin act MD	MBNL1 CUG block	S-ASM inh	CXXC DNA block	Menin-MLL TR inh	TCR act
Cc1cccc(OCC(=O)Nc2ccc(N3CCN(S(C)(=O)=O)CC3)cc2)c1	-2%	-4%	1	-3%	-5%	-5%	-1%	-2%	19%	/
CC(C)CC1(C)NC(=O)N(Cc2cc([N+](=O)[O-])cc3c2OCOC3)C1=O (centres undefined)	-2%	3%	20	-6%	-13%	?	1%	1%	/	2%
O=C(NC(=S)Nc1ccc(Cl)cn1)c1cccs1	3%	-1%	20	0%	2%	0%	0%	0%	?	1%
CC(=O)c1ccccc1NC(=O)Cn1c(=O)cnc2ccccc21	0%	4%	-3	0%	3%	?	7%	5%	-1%	-2%[46.1 µM]
CCN(CC)CCN(Cc1cc2cc3c(cc2[nH]c1=O)OCO3)C(=S)NCCCN(C)C	4%	-4%	14	-1%	15%	0%	54%[activator]	-13%	-17%	1%
CC(=O)Nc1ccc(SC[C@H](C)CN2CC[C@H](C(C)(C)C)CCC2=O)cc1	4%	15%	-16	-4%	12%	/	-2%	/	/	-7%
CCCOc1cc(N(CC)CC)ccc1/C=C(/C#N)c1nc2ccc(C)cc2[nH]1	3%	0%	9	?	3%	7%	?	?	?	1%
CCOC(=O)c1c(O)c2c(n(Cc3ccco3)c1=O)CCCC2	9%	7%	-6	0%	-33%	8%	6%	-4%	-12%	-5%
Cc1ccccc1-c1nnc(SCC(=O)NCC2CCCO2)o1 (centres undefined)	-1%	3%	-7	-5%	?	/	1%	/	/	0%
CC(C)NC(=O)C1CC(=O)N(c2ccc(F)c(Cl)c2)C1 (centres undefined)	6%	-5%	35	-6%	8%	4%	2%	18%	3%	5%
Cc1ccccc1COC(=O)CCCC1=NS(=O)(=O)c2ccccc2N1	-4%	-3%	-4	0%	?	2%	-3%	-2%	/	11%
Cc1cccc(C)c1Nc1nnc(SCC(=O)NCc2cccs2)s1	1%	0%	15	-1%	-7%	-3%	-1%	4%	-10%	0%[46.1 µM]
NC(=O)CSc1oc(-c2cccs2)nc1S(=O)(=O)c1ccccc1	2%	-9%	-3	-4%	1%	20%	-1%	5%	48%[activator]	9%
O=C(Nc1cccc(-c2cccc(F)c2)c1)C1CCN(C2CCOCC2)CC1	?	-1%	-3	-1%	-72%[inhibitor]	0%	-1%	-7%	-4%	2%
COc1ccc(Cl)cc1N(CC(=O)Nc1ccc2c(c1)OCCO2)S(C)(=O)=O	8%	4%	-4	-2%	-12%[7.66 µM]	1%	-3%	4%	7%	-1%
Cc1ccc(N=C(N(C)C)P(=O)(N(C)C)N(C)C)c(C)c1	4%	5%	-4	-2%	0%	-1%	-1%	8%	-21%	5%
Cc1nn(CC(=O)Nc2ccc(C(C)C)cc2)c(C)c1[N+](=O)[O-]	13%	10%	14	-2%	-24%	-12%	3%	17%	?	2%
CCc1ccccc1OCC(=O)Nc1cc(S(=O)(=O)N2CCOCC2)ccc1N1CCCCC1	11%	2%	-4	1%	-46%[inhibitor]	/	-5%	/	/	4%
